Source: PubChem BioAssay
UGM FP inh: M. tuberculosis UGM enzyme inhibitors, primary screen, biochemical, fluorescence polarization, single point | UDP-galactopyranose mutase (Mycobacterium tuberculosis (strain ATCC 25618 / H37Rv)), … | purified UGM, fluorescence polarization probe displacement | inhibition, % at 10 µM | actives 0.06% (n = 320,000); in the data active means inhibition above about 10%, passing the limit was not always enough
Target sequence (P9WIQ1 whole entry, looked up): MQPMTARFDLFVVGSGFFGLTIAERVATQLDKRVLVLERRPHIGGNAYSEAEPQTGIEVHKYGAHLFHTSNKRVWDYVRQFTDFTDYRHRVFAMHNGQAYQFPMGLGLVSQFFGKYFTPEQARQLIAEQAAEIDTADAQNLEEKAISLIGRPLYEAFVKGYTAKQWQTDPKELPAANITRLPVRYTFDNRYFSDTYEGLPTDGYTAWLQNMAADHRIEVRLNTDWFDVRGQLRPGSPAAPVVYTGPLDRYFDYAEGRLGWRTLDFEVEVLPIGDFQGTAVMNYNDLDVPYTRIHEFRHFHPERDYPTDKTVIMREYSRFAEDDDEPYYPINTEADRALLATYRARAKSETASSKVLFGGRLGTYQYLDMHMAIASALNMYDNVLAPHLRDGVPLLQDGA
PfHsp40 rescue: rescue of yeast from PfHsp40 toxicity, primary screen, S. cerevisiae, ATP luminescence | S. cerevisiae expressing PfHsp40, growth rescue | AID 504582, 2011 | growth rescue, % at 12.5 µM | actives 0.68% (n = 340,000); in the data active means growth rescue above about 28%, passing the limit was not always enough;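 further: yeast W303a lacking pdr1 and pdr3 grown in galactose medium; growth measured after three days at 30 °C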
Y pestis TopoI: Yersinia pestis topoisomerase I inhibitors, primary screen, biochemical, cleavage product accumulation, plate reader, single point; activity, % at 10 µM; DNA topoisomerase I (Yersinia pestis CO92); Y. pestis Topo-I cleavage product accumulation; actives 0.064% (n = 360,000); in the data active means activity above about 50%, passing the limit was not always enough; further: inactives centre near 2
GDH-TPI inh: GDH-TPI coupling enzyme inhibitors, primary screen, artefact control for M. tuberculosis FBA inhibitor project, biochemical, absorbance, full deck | inhibition, % at 4.8 µM | actives 1.2% (n = 360,000) | GDH-TPI coupled enzyme counterscreen, NADH absorbance; in the data active means inhibition above about 30%;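 further: 0% = DMSO wells and 100% = wells lacking the enzyme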
FadD28 FP inh: inhibitors of FadD28 bisubstrate probe binding, primary screen, biochemical, fluorescence polarization, single point; Mycobacterium tuberculosis FadD28 fatty-acid-AMP ligase; inhibition, % at 12.5 µM; actives 0.22% (n = 360,000); in the data active means inhibition above about 8.5%, passing the limit was not always enough
TcdB inh: TcdB glycohydrolase inhibitors, primary screen, biochemical, single point, plate reader; TcdB glycohydrolase enzymatic assay; inhibition, % at 9.99 µM; Toxin B (Clostridioides difficile), P18177; AID 652162, 2013; actives 0.24% (n = 350,000); in the data active means inhibition above about 10%
FBA Mtb inh: Mtb FBA enzyme inhibitors, primary screen, biochemical, fluorescence, strain H37Rv; Fructose-bisphosphate aldolase (Mycobacterium tuberculosis (strain ATCC 25618 / H37Rv)), …; purified M. tuberculosis FBA, fluorescence read-out; inhibition, % at 1 µM; actives 2.3% (n = 360,000); AID 588726, 2011; in the data active means inhibition above about 27%;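 further: 0% = vehicle and 100% = reference inhibitor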
Target sequence (P9WQA3 whole entry, looked up): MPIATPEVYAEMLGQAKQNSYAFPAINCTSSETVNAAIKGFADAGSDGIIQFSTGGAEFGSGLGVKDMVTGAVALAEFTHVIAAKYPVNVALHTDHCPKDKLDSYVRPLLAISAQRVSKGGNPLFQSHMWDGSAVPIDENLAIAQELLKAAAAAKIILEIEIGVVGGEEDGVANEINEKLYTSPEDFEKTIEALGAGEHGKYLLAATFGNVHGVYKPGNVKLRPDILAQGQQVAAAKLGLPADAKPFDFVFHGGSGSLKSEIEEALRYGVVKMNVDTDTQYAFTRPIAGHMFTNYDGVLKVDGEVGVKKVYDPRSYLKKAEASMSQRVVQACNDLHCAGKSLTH
BioA inh: M. tuberculosis BioA enzyme inhibitors, primary screen, biochemical, plate reader, single point, HTS | 7,8-diaminopelargonic acid synthase BioA (Mycobacterium tuberculosis) | purified M. tuberculosis BioA enzyme | inhibition, % at 9.99 µM | actives 0.096% (n = 360,000); in the data active means inhibition above about 40%
BH1578 lux ind: inducers of Vibrio cholerae quorum light production without autoinducers, primary screen, BH1578 luxS cqsA deficient, single point. V. cholerae BH1578 lux reporter, luminescence, 6 h. activation, % at 18.7 µM. actives 0.16% (n = 350,000). AID 588436, 2011; in the data active means activation mostly above about 9.7%, no sharp cut-off; further: not every result past the cut was called active; inactives centre near 0; reference of the scale not given here
Active calls of the source: *; i = inactive; nt = no result given.

canonical_smiles	UGM FP inh	PfHsp40 rescue	Y pestis TopoI	GDH-TPI inh	FadD28 FP inh	TcdB inh	FBA Mtb inh	BioA inh	BH1578 lux ind
COc1ccc(S(=O)(=O)N2CC=C(C(=O)Nc3ccc(NC(C)=O)cc3)CC2)cc1	2.3	0.3	-3.8	6.9	-3.2	-0.4	-2.1	nt	-0.4
CC(NC(=O)COC(=O)c1cc(NS(=O)(=O)c2ccc(Cl)c([N+](=O)[O-])c2)ccc1O)C1CC2CCC1C2 (configuration not stated)	0.5	-0.2	-8.6	4.5	0.8	nt	-0.2	-0.1	i
O=C(CN1C(=O)NC2(CCc3ccccc32)C1=O)c1ccc(F)c(F)c1 (configuration not stated)	-2.3	-0.6	-8.4	-3.8	-0.2	1.1	0.5	0.0	-1.5
Cc1ccc(NC(=O)CN(C)C(=O)C2CSC3(C)CCC(=O)N23)cc1 (configuration not stated)	nt	nt	0.9	11.1	-1.0	0.0	0.1	nt	i
Cc1cccc(-n2ncc3c2CCCC3NC(=O)Cc2c(C)noc2C)c1C (configuration not stated)	0.7	0.0	0.3	8.2	0.0	0.2	1.5	0.5	0.0
Cn1c2c(c(=O)[nH]c1=O)C(c1cccc(O)c1)C1=C(N2)c2ccccc2C1=O (configuration not stated)	nt	-1.0	7.5	15.9	-0.3	-1.8	3.3	nt	1.7
CN(CC(=O)Nc1ccc(S(N)(=O)=O)cc1)c1ccccc1	-0.6	-0.1	5.5	3.5	-3.2	nt	1.8	0.2	-8.3
Cc1ccc(-n2c3c(c(O)c(-c4ccccc4)c2=O)C(=O)CC(C)(C)C3)cc1	4.0	8.9	1.6	-3.7	-6.1	nt	-2.2	0.7	-0.4
O=C(Nc1cccc2nsnc12)c1ccc(-c2ccc(Br)cc2)o1	0.7	-1.1	5.0	9.3	-0.4	nt	5.0	nt	-0.3
COc1ccc(N(C(=O)CNC(=O)c2ccco2)C(C(=O)NC2CCCC2)c2ccncc2)cc1 (configuration not stated)	-1.2	0.7	0.7	-4.8	-2.3	-0.1	-0.7	nt	-2.0
CC(=O)c1ccc(NC(=S)Nc2cccc3ccccc23)cc1	0.1	0.1	0.9	16.5	-0.1	2.2	53.4*	0.9	-1.6
NC(=O)COC(=O)c1cccc(S(=O)(=O)N2CCN(c3ccc(F)cc3)CC2)c1	-1.9	-0.8	11.5	-0.6	-0.9	1.3	-1.4	-2.5	-0.3
CCc1nnc(NC(=O)Nc2ccc(OC)cc2)s1	-0.5	1.6	-5.5	-8.3	-3.0	nt	1.4	-1.7	-3.0
CCOc1cc2[nH]c(=O)n(CCCN3CCN(c4ccc(OC)cc4)CC3)c(=O)c2cc1OCC	-1.3	0.6	3.8	4.9	-0.8	-1.2	1.7	-1.3	-0.2
CCCN(CC(=O)Nc1ccccc1C)C(=O)c1ccc2c(c1)S(=O)(=O)N=C1CCCCCN12	-0.1	-0.1	-1.1	-3.6	-1.0	0.6	3.8	-0.9	0.8
COc1ccccc1N1C(=O)C2CC=CC(C)C2C1=O (configuration not stated)	-1.1	-0.1	3.2	12.8	-1.2	nt	0.8	10.4	-1.0
O=C(NCc1ccc2c(c1)OCO2)c1ccc(=O)[nH]c1	nt	-1.3	0.9	-5.9	-0.7	nt	6.6	nt	-0.9
C=C1[C@@H](OC(C)=O)[C@]23C[C@@H]1[C@@H](OC(C)=O)CC2[C@]12C4C[C@H]3[C@H]1N(CC)C[C@]4(C)CC[C@@H]2O (some centres not stated)	2.3	-1.5	9.7	2.1	-0.7	0.8	2.7	-0.6	-0.2
Cc1cc(C)nc(-n2nc(C)cc2NC(=O)CNCc2ccccc2)n1	0.0	-0.7	1.3	8.5	-1.4	nt	0.4	1.1	-0.9
CCNC(=O)Nc1ccccc1C(=O)OC	-0.6	-0.7	-10.9	1.0	-3.6	1.4	14.1	nt	-1.0
COc1ccc(N2C(=O)/C(=C/c3cc(C)n(-c4ccc(C)cn4)c3C)C(=O)NC2=S)c(OC)c1	-0.9	0.3	0.1	12.0	-1.2	-0.6	2.4	nt	i
O=C(CSc1nncs1)Nc1nnc(-c2ccccc2)o1	2.5	-0.5	3.7	3.8	nt	-0.8	-2.0	-0.9	-0.3
Cc1ccc2nc(Cl)c(C3CC(c4cccs4)=NN3C(=O)CCC(=O)O)cc2c1 (configuration not stated)	2.0	-1.3	11.7	6.2	1.3	0.4	3.1	nt	-0.2
COc1ccc(Cl)cc1NC(=O)CN(C)C(=O)CCC(=O)c1cc(C)sc1C	0.0	-0.4	35.9	3.9	-4.1	0.8	4.0	nt	-1.1
COc1ccc(Nc2nc(-c3ccccc3)c(C(=O)Nc3cccnc3)s2)cc1	-2.4	0.8	-2.3	1.9	-1.3	4.3	2.7	0.2	i

4 entries from above, field by field.
> Cc1cccc(-n2ncc3c2CCCC3NC(=O)Cc2c(C)noc2C)c1C (configuration not stated)
  UGM FP inh: 0.7
  PfHsp40 rescue: 0.0
  Y pestis TopoI: 0.3
  GDH-TPI inh: 8.2
  FadD28 FP inh: 0.0
  TcdB inh: 0.2
  FBA Mtb inh: 1.5
  BioA inh: 0.5
  BH1578 lux ind: 0.0
> Cn1c2c(c(=O)[nH]c1=O)C(c1cccc(O)c1)C1=C(N2)c2ccccc2C1=O (configuration not stated)
  UGM FP inh: nt
  PfHsp40 rescue: -1.0
  Y pestis TopoI: 7.5
  GDH-TPI inh: 15.9
  FadD28 FP inh: -0.3
  TcdB inh: -1.8
  FBA Mtb inh: 3.3
  BioA inh: nt
  BH1578 lux ind: 1.7
> CN(CC(=O)Nc1ccc(S(N)(=O)=O)cc1)c1ccccc1
  UGM FP inh: -0.6
  PfHsp40 rescue: -0.1
  Y pestis TopoI: 5.5
  GDH-TPI inh: 3.5
  FadD28 FP inh: -3.2
  TcdB inh: nt
  FBA Mtb inh: 1.8
  BioA inh: 0.2
  BH1578 lux ind: -8.3
> Cc1ccc(-n2c3c(c(O)c(-c4ccccc4)c2=O)C(=O)CC(C)(C)C3)cc1
  UGM FP inh: 4.0
  PfHsp40 rescue: 8.9
  Y pestis TopoI: 1.6
  GDH-TPI inh: -3.7
  FadD28 FP inh: -6.1
  TcdB inh: nt
  FBA Mtb inh: -2.2
  BioA inh: 0.7
  BH1578 lux ind: -0.4

The results go on.
canonical_smiles	UGM FP inh	PfHsp40 rescue	Y pestis TopoI	GDH-TPI inh	FadD28 FP inh	TcdB inh	FBA Mtb inh	BioA inh	BH1578 lux ind
O=S(=O)(c1ccccc1)N1CCN(CCOc2ccc(F)cc2)CC1	nt	nt	1.1	2.2	-0.9	2.3	-1.7	0.5	-0.5
CCOC(=O)c1c(NC(=O)c2ccccc2Cl)sc2c1CCc1ccccc1-2	-2.4	0.3	8.3	14.2	0.6	0.8	4.4	nt	i
CC(=O)c1cccc(N(CC(=O)NC2CCCCC2)C(=O)CCC(=O)Nc2nc(C)cs2)c1	-1.3	-0.8	1.9	-3.7	-1.3	-3.8	-0.1	0.5	-0.1
CCCCOC(=O)n1c(=S)oc2cc(Cl)ccc21	1.0	0.5	4.9	-3.0	-1.5	nt	-0.8	0.3	2.3
COc1ccc(-c2cc(C(=O)OCC(=O)NC3CC3)c3ccccc3n2)cc1OC	-0.1	1.0	-3.8	17.5	0.2	1.7	4.0	nt	3.8
